# GC-B act = GC-B (human) receptor activation. HEK293-GC-B cells, CNP EC30, cGMP TR-FRET; 0% at EC30 CNP, 100% saturating CNP. activation, % at 10 µM. actives 0.11% (n = 370,000). AID 1920062;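 active = activation at 10 µM reaching about 35% in either raw or pattern-adjusted values, limit read from the data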
# HGIII-sPLA2 inh = Blocks human group III sPLA2 activity; actives 0.56% (n = 370,000); QFRET BODIPY PC-A2 liposome hydrolysis, fluorescence; inhibition, % at 12.2 µM; Q9NZ20; AID 743126;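 active = inhibition above mean plus 3 SD of compounds lying within the high and low control bounds, cut at about 19% in these data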;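 note: 0% = median of test compound wells and 100% = no enzyme DMSO wells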
# GC-A act = GC-A (human) enzyme activation. P16066. HEK293 GC-A cells, cGMP TR-FRET, EC30 ANP; 0% at EC30 ANP, 100% saturating ANP. activation, % at 10 µM. actives 0.14% (n = 370,000). AID 1671463; in the data active = activation above about 40%
# ARFGAP1 inhibitor = inhibitors of rat ARFGAP1; Q62848; Arfgap1-stimulated ARF1 GTP hydrolysis, GDP FP detection; inhibition, % at 16.5 µM; actives 0.26% (n = 360,000); AID 651572;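 active = inhibition above a per-plate limit, mean inhibition of low control wells plus 3 SD, cut at about 25% in these data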;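 note: 0% = DMSO wells with enzyme and 100% = wells lacking Arfgap1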
# Target sequence (Q62848 1-136 limits assumed): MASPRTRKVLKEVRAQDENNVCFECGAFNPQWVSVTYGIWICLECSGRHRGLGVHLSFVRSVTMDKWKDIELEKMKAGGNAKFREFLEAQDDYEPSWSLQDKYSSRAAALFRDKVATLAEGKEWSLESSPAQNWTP
#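 Replicates: Single well per compound | Assay system: Truncated rat Arfgap1 GAP domain | Control set: No-Arfgap1 wells (100%) versus DMSO full-reaction wells (0%) | Times: Enzyme reaction 120 min at 25 °C after 20 min preincubation | Reagent: Human ARF1(Δ1-17)-GTP substrate | Measured by: Tracer-displacement fluorescence polarization with EDTA stop, 620/688 nm | Measure: Percent inhibition of Arfgap1-stimulated GTP hydrolysis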
# DDE Tn6 FP inh = disrupts Tn6 cyclic peptide binding to fibrin D-Dimer-E complex. actives 0.21% (n = 370,000). Fibrin DD(E) TRITC-Tn6 fluorescence polarization displacement. inhibition, % at 8.3 µM;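 active = inhibition above a per-campaign cutoff: mean of compounds within control limits plus 3 SD, cut at about 15% in these data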;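 note: 0% = median of all compound wells on the plate and 100% = blocking peptide control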
# KLK7 zymogen act = activates the human kallikrein-7 zymogen. P49862. purified proKLK7, EDANS-DABCYL substrate fluorescence; 100% is mature enzyme control, 0% vehicle. activation, % at 7 µM. actives 0.9% (n = 370,000). AID 652039;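 active = activation above the mean of all tested compounds plus 3 SD, computed per campaign excluding outliers beyond control limits, cut at about 13% in these data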
# Target sequence (P49862 whole entry, looked up): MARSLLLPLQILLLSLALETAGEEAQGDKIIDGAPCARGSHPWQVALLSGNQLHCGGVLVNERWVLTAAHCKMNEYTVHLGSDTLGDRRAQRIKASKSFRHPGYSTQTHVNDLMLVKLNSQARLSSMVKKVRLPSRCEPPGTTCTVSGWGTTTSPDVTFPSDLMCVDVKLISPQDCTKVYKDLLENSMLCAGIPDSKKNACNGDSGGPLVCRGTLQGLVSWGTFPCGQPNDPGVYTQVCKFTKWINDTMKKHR
# GAA850 FXN act = activators of GAA850 frataxin (FXN) promoter. actives 0.56% (n = 360,000). HEK293 lucGAA850 FXN promoter luciferase reporter, 24 h; percent of 10 µM SAHA response. activation, % at 6 µM;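 active = activation above the average of all compounds screened plus 3 SD, cutoff fixed separately per campaign, cut at about 7.5% in these data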;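 note: 0% = DMSO wells and 100% = 10 µM SAHA wells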
# ADAM10 inh = ADAM10 inhibition, QFRET primary screen; recombinant ADAM10, EDANS/DABCYL FRET peptide cleavage, 3 h; actives 0.62% (n = 370,000); AID 720582; inhibition, % at 7 µM; O14672;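 active = inhibition above a per-campaign cutoff equal to the mean of compounds falling between control-based bounds plus 3 SD, cut at about 20% in these data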;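 note: 0% = DMSO wells while the 100% control is not disclosed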
# Target sequence (O14672 214-748 limits assumed): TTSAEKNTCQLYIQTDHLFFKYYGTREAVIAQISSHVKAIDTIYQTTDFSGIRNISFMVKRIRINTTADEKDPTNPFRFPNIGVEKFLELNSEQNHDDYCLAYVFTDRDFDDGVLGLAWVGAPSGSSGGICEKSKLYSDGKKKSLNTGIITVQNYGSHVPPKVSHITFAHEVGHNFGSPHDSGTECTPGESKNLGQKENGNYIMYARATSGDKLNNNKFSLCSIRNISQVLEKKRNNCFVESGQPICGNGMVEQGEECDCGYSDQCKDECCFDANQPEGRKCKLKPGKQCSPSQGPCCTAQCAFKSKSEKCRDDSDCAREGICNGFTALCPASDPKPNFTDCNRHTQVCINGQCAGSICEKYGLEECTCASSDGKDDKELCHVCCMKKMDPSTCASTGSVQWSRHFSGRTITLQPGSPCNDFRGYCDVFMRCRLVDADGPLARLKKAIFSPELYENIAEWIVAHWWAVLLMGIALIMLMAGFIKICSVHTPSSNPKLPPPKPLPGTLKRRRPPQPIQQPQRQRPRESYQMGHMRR
# ASAP1 inh = blocks human ASAP1-stimulated Arf1 GTP hydrolysis. actives 0.19% (n = 360,000). inhibition, % at 16.5 µM. GDP FP detection. AID 624377. Q9ULH1; in the data active = inhibition above about 25%;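 note: 0% = vehicle with enzyme and substrate and 100% = no enzyme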
# rCAG RNA binder = binds r(CAG) RNA repeats; actives 1.3% (n = 370,000); r(CAG) RNA repeat, TO-PRO-1 dye displacement fluorescence; AID 651821; inhibition, % at 3 µM;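 active = inhibition above the plate cutoff, the mean of all test compounds on that plate plus 3 SD, cut at about 35% in these data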;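 note: 0% = DMSO alone and 100% = 100 µM mitoxantrone as full dye displacement; higher means more dye released from RNA so lower well fluorescence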
# * = called active by the depositor; / = not tested or not shown.
# Sequence of screens – GC-B act	HGIII-sPLA2 inh	GC-A act	ARFGAP1 inhibitor	DDE Tn6 FP inh	KLK7 zymogen act	GAA850 FXN act	ADAM10 inh	ASAP1 inh	rCAG RNA binder
1: Cc1ccc(N2C(=O)C(Cl)=C(N3CCCCCC3)C2=O)cc1
 : -8.2	0.0	-3.3	11.5	-5.0	-0.3	3.7	2.5	-1.5	4.7
2: c1ccc(Nc2nn[nH]n2)cc1
 : 2.8	-0.7	0.7	3.1	5.8	-0.6	2.3	-3.1	-0.1	-2.0
3: CCOC(=O)COc1ccc(C(c2c(C)[nH][nH]c2=O)c2c(C)[nH][nH]c2=O)cc1
 : 5.7	-25.8	5.2	-4.8	-5.8	0.3	3.3	-2.4	-6.0	2.4
4: CC(C)N(C(C)C)S(=O)(=O)c1ccc(NC(=O)c2cnccn2)cc1
 : -0.7	-5.5	-6.7	7.7	-7.6	-0.6	2.7	1.7	-0.8	-3.1
5: Cc1cc(N)n(Cc2ccc(Cl)cc2)n1
 : 2.1	3.6	-1.3	-3.0	-2.4	-0.2	-0.4	-4.5	1.8	0.2
6: Cc1ccc(S(=O)(=O)N(CC(O)CN2CCCC2)c2ccccc2)cc1 (stereo not given)
 : -2.9	-8.4	-3.9	-2.6	0.7	0.3	-1.1	4.9	10.3	2.0
7: CC(OC(=O)CCCN=C1NS(=O)(=O)c2ccccc21)C(=O)N(C)c1ccccc1 (stereo not given)
 : -8.1	0.4	2.0	2.2	-0.2	-1.1	0.2	4.2	-1.8	-7.9
8: CCOP(=O)(OCC)/C(C#N)=C/c1cc(OC)ccc1OC
 : -1.1	4.6	2.9	-1.8	5.0	42.4*	4.5	-89.5	-0.1	-6.0
9: NC(=O)C1CCN(C(=O)/C=C/c2ccco2)CC1
 : -4.7	-2.1	-1.6	12.6	-5.8	-0.3	-0.7	-2.4	-1.0	-2.5
10: CCS(=O)(=O)N1CCC(C(=O)NCc2ccc3c(c2)OCO3)CC1
 : 0.0	4.5	-2.6	3.3	-4.7	-0.3	1.4	5.0	14.6	-1.3
11: O=c1cc(-c2ccncc2)oc2ccccc12
 : -11.4	-1.0	2.0	2.4	2.3	-0.3	2.7	0.4	-8.4	-0.9
12: CN(CCNC(=O)C1CCN(S(=O)(=O)c2cnc[nH]2)CC1)Cc1ccccc1
 : 12.1	-7.9	0.9	-7.6	6.3	0.6	-0.7	-0.1	7.3	-3.6
13: Cc1ccccc1NS(=O)(=O)c1cccc2nsnc12
 : 1.5	2.1	-2.0	10.7	6.9	-0.3	1.9	3.3	-3.6	-1.1
14: C/C=C/c1ccc(OCCCCOc2c(OC)cccc2OC)c(OC)c1
 : 3.2	-30.4	0.0	-8.5	-6.3	-0.1	0.4	-2.6	-7.5	-4.5
15: CC(Sc1ccccc1)C(=O)NCC1COc2ccccc2O1 (stereo not given)
 : -3.9	7.0	0.9	5.2	-5.2	-0.3	-0.5	-6.8	-4.0	-8.3
16: N#Cc1cc2cc3c(cc2nc1SCC(=O)N1CCOCC1)OCCO3
 : -9.8	-2.7	0.5	-4.6	5.3	0.3	-6.8	-12.7	-4.2	1.2
17: Cc1cc(C)cc(N2C(=O)C3CCCN3C2=S)c1 (stereo not given)
 : 0.7	-69.4	-0.1	-10.4	-1.2	1.1	-1.1	14.8	4.6	0.1
18: C=CCNc1nc(-c2cccs2)c(CC(=O)O)s1
 : -4.4	-0.7	2.2	3.5	4.4	0.3	0.9	-15.0	1.7	6.7
19: O=C1CCCC2=C1C(c1ccc(O)c(O)c1)Nc1ccc3ccccc3c12 (stereo not given)
 : -8.4	-2.6	-6.8	6.9	-0.6	6.5	0.1	-84.5	5.0	11.3
20: O=C(NNC(=O)c1cc2ccccc2oc1=O)c1ccccc1[N+](=O)[O-]
 : -1.0	1.5	-1.2	-14.9	0.9	-0.6	-2.1	-23.6	-1.1	5.4
21: CCOC(=O)c1sc(NC(=O)C2CC2)nc1C
 : -3.4	10.2	1.9	-6.3	-3.0	0.2	-2.4	-12.6	-5.3	-1.9
22: CCOCCCNC(=O)CN1C(=O)c2ccccc2Sc2ncccc21
 : 2.7	-0.8	-0.9	0.3	0.1	-0.4	-1.5	2.6	16.4	-1.0
23: CCc1cc(C(=O)c2ccc(OC)cc2)c(NC(=O)CCC(=O)O)s1
 : -2.7	0.8	-1.9	8.0	2.9	0.3	1.4	-1.7	-2.2	14.2
24: COc1ccc(C(NC(=O)N2CC(C)OC(C)C2)C(Cl)(Cl)Cl)cc1F (stereo not given)
 : 0.9	5.8	1.6	4.2	6.4	0.6	4.1	2.5	-1.3	1.2
25: COc1cc2c(cc1OC)CN(C(=O)COc1ccc(C#N)cc1)CC2
 : 1.1	0.3	-1.7	12.4	-4.8	1.8	-0.5	-9.4	-3.6	0.6
26: CN(C(=O)c1ccccc1OCC(=O)Nc1ccc(Br)cc1)c1ccccc1
 : -16.5	-5.1	-20.9	/	9.6	0.0	/	7.0	/	0.8
27: C=CCn1c(=O)c2ccc(C(=O)NCc3ccccc3)cc2n(Cc2ccc(Cl)cc2)c1=O
 : 19.5	-4.5	14.1	-3.1	1.9	0.6	1.3	-0.4	-7.4	-1.3
28: CCOC(=O)C(NC(=O)c1ccccc1Cl)(Nc1ccc(C(F)(F)F)cc1)C(F)(F)F (stereo not given)
 : 1.9	9.6	-3.9	4.5	-3.6	0.5	1.3	-0.2	4.6	-3.1
29: Cc1cccc(-c2nnc(SCC(=O)Nc3ncccn3)n2C)c1
 : -5.7	8.9	-0.8	0.5	9.6	0.1	0.0	-6.7	-1.4	-2.0
30: O=C1c2[nH]nc(-c3ccccc3)c2C(c2cccc(C(F)(F)F)c2)N1c1ccccc1 (stereo not given)
 : -14.9	2.2	-20.0	-5.0	1.0	0.5	/	11.2	-3.0	2.2
31: O=c1c2ccccc2ncn1Cc1ccc(Cl)c(Cl)c1
 : -2.5	-3.9	-7.1	0.2	1.4	0.4	1.6	-0.6	-5.6	-6.0
32: CCC(=O)N1CC(C)C(=O)Nc2ccccc21 (stereo not given)
 : 2.6	6.0	5.2	-4.2	0.4	-0.2	-0.7	-1.8	0.7	1.4
33: COc1cc(CNCCCN2CCOCC2)cc(Br)c1OCc1ccc(Cl)cc1
 : -11.3	-16.6	2.0	4.4	9.0	0.0	-2.4	-3.0	12.1	-8.6
34: CCOC(=O)N1CCC2(CC1)C(C(=O)C13CC4CC(CC(C4)C1)C3)C2(C#N)C#N (stereo not given)
 : 5.4	10.4	-0.2	-0.3	-9.7	-0.2	-1.7	-22.0	12.8	1.1
35: CC1CC(C)CN(S(=O)(=O)c2ccc(NN)nc2)C1 (stereo not given)
 : 0.8	4.0	6.7	5.2	8.3	-0.1	0.0	-3.4	0.3	2.0
36: NC(=O)c1nc(C(=O)N2CCN(c3ccccc3)CC2)c2ccccc2n1
 : 0.4	5.7	-0.6	0.1	-2.6	-0.5	2.2	-3.1	4.4	1.6
37: COc1cc(SC)ccc1C(=O)N(Cc1ccccc1)c1ccccc1
 : -14.6	-10.5	-15.9	1.2	4.8	0.3	-0.6	5.7	-0.5	-5.4
38: COc1ccc2nc(C)cc(Nc3ccc(C)cc3)c2c1
 : -1.9	6.6	12.7	8.2	-3.6	-0.1	-1.5	5.3	5.9	2.6
39: CC(C)C(NC(=O)CCNC(=O)c1ccccc1Cl)c1nc2ccccc2[nH]1 (stereo not given)
 : 0.6	13.3	-1.9	-1.2	-6.6	0.1	-2.0	-10.4	-2.0	1.0
40: Cc1cc(C)nc(NC(=NCCc2c[nH]c3ccccc23)NC(=O)Nc2cccc([N+](=O)[O-])c2)n1
 : 4.9	1.8	2.1	-3.3	-4.4	-0.4	3.5	-7.1	-5.0	9.0
41: Cc1ccc(NC(=O)NCC(c2ccccc2)N(C)C)cc1 (stereo not given)
 : 5.1	-2.7	0.5	6.1	-2.0	-0.1	3.7	-0.8	-3.3	-3.7
42: COc1ccc(S(=O)(=O)N2CCOCC2)cc1NC(=O)COc1ccc(C(C)=O)cc1OC
 : 3.2	-3.0	6.4	9.4	-5.4	-0.5	2.1	-2.3	-4.9	-0.9
43: FC(F)(F)c1cccc(Cn2ccc3ccc(-c4ccc5ccn(Cc6cccc(C(F)(F)F)c6)c5c4)cc32)c1
 : -1.9	0.1	1.4	/	0.8	-25.2	/	-21.1	/	10.7
44: CCn1cc(CN2CCC(n3nccc3NC(=O)c3cccc(F)c3)CC2)c(C)n1
 : 1.2	1.7	0.7	-1.2	5.5	-0.1	-0.2	3.1	-1.2	-5.2
45: COc1c(C)cc(Br)cc1C(=O)Nc1ccc(C)cc1[N+](=O)[O-]
 : -7.5	-1.0	-3.3	12.3	-0.2	0.1	-0.1	3.8	14.5	-2.3
46: CCOC(=O)C1CCN(C(=O)c2ccccc2NS(=O)(=O)c2cc(C)ccc2C)CC1
 : 2.0	-0.1	0.3	1.8	0.6	-0.3	1.1	2.9	2.0	0.4
47: COc1ccc(CN2C(=O)c3cccnc3C2=O)cc1S(=O)(=O)NC1CCCCC1
 : 2.7	0.8	0.9	3.9	2.2	-0.2	-1.6	-2.6	10.3	2.1
48: CNC(=O)COC(=O)CCC(=O)c1ccc(Cl)cc1
 : -4.6	-0.9	3.9	6.1	-0.6	-0.4	1.2	0.9	6.7	-1.7
49: Cc1ccc(Cn2nnc3c(=O)[nH]c(C4CCCN(S(=O)(=O)c5ccccc5)C4)nc32)cc1 (stereo not given)
 : 7.9	-11.4	4.8	0.7	-1.8	-0.1	3.7	7.3	-1.3	4.1
50: Cc1ccc(N(Cc2ccccc2)C(=O)c2cccc(S(=O)(=O)N3CCOCC3)c2)cc1
 : 1.0	-6.2	0.3	6.8	3.9	-0.2	0.3	14.6	-9.6	-5.6
51: Cc1oc(-c2ccccc2Cl)nc1CSc1nc2c(c(=O)[nH]1)CCC2
 : 15.8	0.7	-0.4	-8.4	1.7	-0.2	-5.8	-7.9	-8.4	4.7
52: CCN1C(=O)CSc2ccc(C(=O)NCCCN3CCOCC3)cc21
 : 3.1	4.2	1.0	-0.7	-6.3	-0.3	-0.7	4.5	7.8	-0.2
53: N#CCCN(C(=O)c1ccc2c(=O)n3c(nc2c1)CCCCC3)c1ccccc1
 : -0.1	3.3	-3.5	-3.0	-1.7	0.6	0.1	3.3	-6.1	-6.9
54: CC(=O)Nc1ccc(N2C(=O)c3ccc(C(=O)Nc4nnc(SCc5ccc(F)cc5)s4)cc3C2=O)cc1
 : -4.0	-0.1	-5.9	2.4	-3.0	0.3	1.5	1.6	-3.6	5.1
55: O=C(CSc1nnc(NC(=O)c2ccccc2Cl)s1)Nc1ccc2c(c1)oc1ccccc12
 : -4.4	-6.4	-6.7	1.9	-2.4	0.3	/	-10.3	-7.4	-12.1
56: CSc1nnc(NC(=O)c2nc(S(=O)(=O)Cc3ccc(C)cc3)ncc2Cl)s1
 : 3.2	-5.7	7.2	-16.6	-4.4	0.4	-9.5	-1.1	-2.0	42.9*
57: CCC(Oc1ccccc1OC)C(=O)Nc1ccc2c(c1)n(C)c(=O)n2C (stereo not given)
 : 4.1	1.6	3.2	-0.9	-6.0	0.1	2.7	-4.0	-7.2	0.6
58: C[C@@H]1C(c2ccc(F)cc2)=NN(c2ccccc2)[C@H]1C(=O)N1CCOC1=O
 : -10.1	8.4	-2.6	2.1	-1.9	21.3*	0.5	-46.0	-3.7	5.6
